# Assay outcomes: PubChem, National Center for Advancing Translational Sciences (NCATS)
# D2 agonist: agonists of human D2 dopamine receptor | HEK293 T-REx D2 cells, calcium flux agonist mode | hit rate 0.53% among 340,000 | P14416 | activation, % at 2 µM;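 active means activation over 3 SD above normal in the single-dose calcium agonist read, cut at about 30% in these data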; further: 0% is about no effect
# Target sequence (P14416 whole entry, looked up): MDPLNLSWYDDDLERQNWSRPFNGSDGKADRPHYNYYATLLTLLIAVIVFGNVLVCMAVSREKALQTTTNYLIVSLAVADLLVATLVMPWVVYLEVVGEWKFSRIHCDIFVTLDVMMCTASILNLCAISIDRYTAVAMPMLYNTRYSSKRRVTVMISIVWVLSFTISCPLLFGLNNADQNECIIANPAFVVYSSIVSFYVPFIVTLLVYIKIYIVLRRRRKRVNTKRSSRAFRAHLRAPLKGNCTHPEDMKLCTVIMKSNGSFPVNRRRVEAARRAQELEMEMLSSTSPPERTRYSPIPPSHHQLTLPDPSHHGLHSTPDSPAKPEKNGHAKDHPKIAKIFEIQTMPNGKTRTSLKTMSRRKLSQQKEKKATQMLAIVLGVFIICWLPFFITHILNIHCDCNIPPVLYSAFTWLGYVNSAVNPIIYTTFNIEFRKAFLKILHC
#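 Calcium-flux readout, 1 cycle/sec over 180 s following compound pin transfer, in inducible HEK293 Trex D2 cells (force-coupled); dopamine controls included. Positive calcium responses during this window marked compounds as potential agonists.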
# D2 antagonist: antagonists of human D2 dopamine receptor; HEK293 TREx D2 cells, calcium flux, dopamine EC80; inhibition, % at 10 µM; hit rate 2% among 340,000; in the data active means inhibition above about 30%; further: 0% is about no effect
#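 Read-out: kinetic calcium fluorescence (1 cycle/s) in inducible HEK293 T-REx D2 cells after an EC80 dopamine addition that followed 180 s compound preincubation. Loss of the dopamine response indicates antagonism.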
# PI4K2A inh: inhibitors of human PI4K2A; Q9BTU6; purified PI4K2A, ADP-Glo luminescence, 1 h; hits give low values; activity change, negative = inhibition, % at 76.9 µM; hit rate 0.13% among 420,000; AID 1346378; in the data active means activity change below about -50%; inconclusive means mostly about -30% to -49%;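 further: -100% = wells without enzyme as full effect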
# Target sequence (Q9BTU6 whole entry, looked up): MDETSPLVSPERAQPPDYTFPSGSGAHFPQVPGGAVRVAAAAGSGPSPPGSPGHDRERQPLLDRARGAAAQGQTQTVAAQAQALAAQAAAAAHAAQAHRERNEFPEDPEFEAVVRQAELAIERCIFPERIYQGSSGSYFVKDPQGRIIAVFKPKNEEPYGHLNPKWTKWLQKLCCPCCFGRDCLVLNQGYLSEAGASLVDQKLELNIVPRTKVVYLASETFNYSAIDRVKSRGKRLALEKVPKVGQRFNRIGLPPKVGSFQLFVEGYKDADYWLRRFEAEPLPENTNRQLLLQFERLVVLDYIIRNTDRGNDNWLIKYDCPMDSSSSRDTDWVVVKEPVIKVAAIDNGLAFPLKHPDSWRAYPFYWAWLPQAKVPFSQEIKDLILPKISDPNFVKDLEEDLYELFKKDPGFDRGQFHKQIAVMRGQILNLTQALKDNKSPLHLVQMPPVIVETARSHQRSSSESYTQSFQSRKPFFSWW
#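 PI4K2A activity was measured by ADP-Glo luminescence: enzyme (4 ug/mL stock) and phosphatidylinositol (1.2 mM stock) in Tris pH 7.5/MgCl2/EGTA/Triton X-100 buffer were reacted with ATP (300 microM stock) for one hour at ambient temperature.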
# mIDH1 inhibitor: human IDH1 R132H inhibition; O75874; IDH1-R132H enzyme, NADPH consumption, diaphorase/resazurin fluorescence; Potency, µM (titrated, usually from 76.6 µM), without a hit: top-dose activity change, negative = inhibition, actives largely listed as inhibitors; hit rate 0.093% among 390,000; further: potency means the concentration at half of the fitted maximal effect; on the % scale 0 is the no-effect control and ±100 the full control effect; nearly all actives have a fitted effect of over 65% in size
#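 IDH1-R132H (0.5 ug/mL) preincubated 30 min with compound, then NADPH (0.016 mM) and alpha-KG (2 mM) added; 80 min at RT, pH 7.5. Remaining NADPH coupled via diaphorase/resazurin to fluorescence (540/590 nm); concentration-response curves normalized to no-enzyme control.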
# TrxR1 substrate: substrates of rat thioredoxin reductase 1 | O89049 | purified TrxR1 substrate turnover, NADPH consumption readout | Potency, µM (series often up to 114 µM), without a hit: top-dose activity change, negative = substrate turnover | hit rate 0.01% among 390,000; further: potency means the concentration at half of the fitted maximal effect; on the % scale 0 is the no-effect control and ±100 the full control effect; nearly all actives have a fitted effect of over 50% in size
#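 Rat TrxR1, dispensed at 90 nM, was prereduced with 400 uM NADPH (final) for 5 min at ~22 deg C, then incubated with compound 15 min before 400 uM selenite. A first-read NADPH fluorescence drop versus no-compound background flagged substrates.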
# USP1 inh: inhibitors of human USP1/UAF1 deubiquitinase | O94782 | recombinant USP1/UAF1, Ub-Rhodamine cleavage fluorescence | Potency, µM (series often up to 57.1 µM), for the others: at the top dose activity change, negative = inhibition, hits mostly inhibitors | hit rate 0.23% among 390,000 | AID 743255; further: potency means the concentration at half of the fitted maximal effect; on the % scale 0 is the no-effect control and ±100 the full control effect; nearly all actives have a fitted effect of over 60% in size; inactives centre near -12
#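 1 nM enzyme complex + cpd, 15 min RT; start with Ub-Rho 150nM final; kinetic fluorescence ex 480/em 540, 6 reads q60 s. Buffer 50mM HEPES pH 7.8, 0.5mM EDTA, 0.1 mg/ml BSA, 1mM TCEP, 0.01% Tween-20.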
# TRHR ag: activates the human TRH receptor. activation, % at 2 µM. TRHR cells, calcium flux fluo-8, FDSS agonist mode. hit rate 0.18% among 360,000; in the data active means activation above about 30%; further: 0% is about no effect
#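 In this calcium-flux screen, cells bearing human TRHR are dye-loaded with fluo-8, baselined for 10 cycles, then exposed to library compounds; positive kinetic calcium responses during the agonist phase mark hits, with TRH as control.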
# TRHR PAM: allosterically enhances the human TRH receptor; P34981; TRHR cells, fluo-8 calcium fluorescence, EC20 TRH enhancement; enhancement, % at 2 µM; hit rate 0.66% among 360,000; in the data active means enhancement above about 30%; further: 0% is about no effect
#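 TRHR-expressing cells loaded with fluo-8 calcium dye were read kinetically (ex 480/em 530) during compound addition, then stimulated with an EC20 of TRH (10 nM final). Enhancement of the Gq-mediated intracellular calcium response was scored.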
# TrxR1 inh: rat TrxR1 inhibition; O89049; recombinant rTrxR1, NADPH fluorescence consumption, selenite substrate; Potency, µM (highest dose often 114 µM), for inactives: at the top dose activity change, negative = inhibition, actives largely listed as inhibitors; hit rate 1% among 390,000; AID 588453; further: potency means the concentration at half of the fitted maximal effect; on the % scale 0 is the no-effect control and ±100 the full control effect; nearly all actives have a fitted effect of over 65% in size
#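 Rat TrxR1 (90 nM in the dispensed reagent) was pre-reduced with 400 uM NADPH for 5 min at room temperature, then incubated with compound for 15 min. After 400 uM selenite was added, NADPH fluorescence (Ex 340/Em 450 nm) was followed for 8 min.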
# Numbers without * were called inactive; ? = inconclusive; nt = not tested or not shown; & = joins results of further samples; [ ] = dose if it differs, or a comment. Unless noted, the call rests on the fitted dose curve; in most records, active means well fitted inhibition curve with a large enough effect; inconclusive means small, poorly fitted or top-dose-only effect; inactive means no such curve, though single readings can be large or run the other way.
item	mol	D2 agonist	PI4K2A inh	mIDH1 inhibitor	D2 antagonist	TrxR1 inh	TrxR1 substrate	TRHR ag	USP1 inh	TRHR PAM
1	COC(=O)c1c(-c2ccc(N(C)C)cc2)sc2ccc(OC)cc12	nt	-1	-3%	nt	14%[57.1 µM]	64%[activator][57.1 µM]	nt	-26%	nt
2	Cc1cccn2c(=O)c3cc(C#N)c(=O)n(-c4nnc(SCc5ccc(F)cc5)s4)c3nc12	nt	0	nt	nt	-1%	111%[activator]	-0.7	-10%	-6
3	CC(=O)NCCC(=O)NCc1ccc(F)cc1	0.3	-2	11%	10	2%[57.1 µM]	11%[57.1 µM]	1.1	-1%	-6
4	Cn1ccnc1SCC(=O)N(C1CCCCC1)C1CCCCC1	0.9	0	-5%	-11	-5%	-5%	-0.4	-2%	-10
5	O=C1CN(C(=O)c2c(F)cccc2F)C(c2ccc(F)cc2)c2cc(F)ccc2N1 (stereo unspecified)	2.5	13	-1%	0	-18%	-11%	2.2	-14%	-7
6	O=[N+]([O-])c1ccc(N2CCN(C(=S)NCc3ccc(Cl)cc3)CC2)cc1	0.9	8	16%	-3	-1%[57.1 µM]	-12%	1.8	-21%	-9
7	COc1ccc2[nH]c(=O)c(CN(CCO)S(=O)(=O)c3ccc4c(c3)OCCO4)cc2c1	0.3	5	2%	-5	-5%	32%[activator]	1.9	-15%	4
8	CC(C)[C@H](NC(=O)NCCC1=CCCCC1)C(=O)O	0.3	6	-1%	-7	4%	-4%	0.3	-19%	-3
9	C/C(Cc1ccccc1)=N\NC(=O)CNC(=O)Cc1ccccc1	1.0	1	6%	-4	16%[57.1 µM]	6%[2.29 µM]	0.6	5%	0
10	CCOC(=O)CSc1nc2ccccc2n1C(=O)OCC	nt	1	3%	nt	9%	6%[57.1 µM]	0.9	-2%	-2
11	O=C(NCCCN1CCN(c2cccc(Cl)c2)CC1)c1cccc(N2CCCC2=O)c1	48*	-4	6%	13	-3%	-3%	-0.4	-12%	15
12	O=C(CSc1ccccc1)Nc1ccc(Cl)c(S(=O)(=O)N2CCOCC2)c1	nt	2	-8%	nt	5%	-7%	nt	-6%	nt
13	CC(=O)Nc1ccc(N=C(C2=C(O)c3ccccc3C2=O)c2ccccc2)cc1	-0.3	-13	4%	7	21%	-2%	0.1	-18%	-1
14	COc1ccc(OC)c(C2=NS(=O)(=O)N(C)C(C(=O)N3CCC4(CC3)OCCO4)=C2)c1	18	6	0%	4	-12%	-12%	-0.1	-22%	2
15	O=C(c1ccccc1F)N1CCN(c2cccc(C(F)(F)F)c2)CC1	0.1	2	3%	-5	0%	-4%	-0.8	-1%	0
16	CCCCC(CCC(=O)O)(C(=O)OCC)c1csc(Nc2ccccc2)n1 (stereo unspecified)	0.0	1	-1%	-6	17%[57.1 µM]	8%[57.1 µM]	-0.1	6%	2
17	CCCOc1ccc(CNC(=O)Cn2c(=O)oc3ccccc32)cc1	-0.5&0.3	-1&-3	-11%&0%	-22	14%&16%	2%&0%	-0.4&-0.5	-19%&-20%	1&-2
18	O=C(Nc1ccccc1-c1ccccc1)C1CCC1	-1.3	1	5%	-7	17%[57.1 µM]	10%	0.2	-17%	-1
19	Cc1nc2ccc(Nc3nc4cc(S(=O)(=O)N5CCOCC5)ccc4o3)cc2s1	2.4	-20	10%	1	-6%	-4%	1.0	-32%	-2
20	Cc1cc(NC(=O)c2ccc3c(c2)C(=O)N(c2cccc(C)c2C)C3=O)no1	-0.3	-2	4%	6	4%	-5%	0.1	-9%	0
21	CC1CCN(CC(O)COC2CCC(C(C)(C)C)CC2)CC1 (stereo unspecified)	0.8	-1	2%	-10	15%	0%	-0.1	0%	1
22	CC(C)c1ccc(/C=C/C(=O)Nc2ccc(CN3CCOCC3)cc2)cc1	1.7	-2	5%	-12	8%[11.4 µM]	10%[57.1 µM]	1.7	3%	0
23	CCOC(=O)C(C)Oc1ccc(OCc2ccccc2)cc1 (stereo unspecified)	0.0	2	0%	-4	15%[57.1 µM]	-6%	0.5	-11%	6
24	O=C(N[C@@H](Cc1ccccc1)C(=O)O)c1cccnc1	0.8	-3	15%	2	9%	5%	-0.1	?	5
25	CCOC(=O)C1CCCN(C(=O)c2cc3c(Cl)nc4ccccc4c3s2)C1 (stereo unspecified)	-0.3	1	26%	nt	7%	-4%	0.0	-4%	0
26	Cc1ccc(-c2nc(CS(=O)CC(=O)NC3CCCCC3)c(C)o2)cc1 (stereo unspecified)	-0.7	5	0%	-3	?	0%	0.8	-19%	17
27	CC(=O)OCn1ncc(N2CCOCC2)c(Br)c1=O	0.7	3	-3%	3	-2%	-6%	0.4	-16%	7
28	COc1cc(NC(=O)C2C3C=CC(C3)C2C(=O)O)ccc1NC(=O)c1ccccc1 (stereo unspecified)	1.5	2	0%	-22	6%	-2%	0.3	-3%	7
29	COc1ccc(OC)c2c(C)cc(C)nc12	-0.7	2	7%	4	-11%	-7%	-0.6	2%	1
30	COc1cc(COCC(O)CN2CCN(Cc3ccccc3)CC2)cc(OC)c1OC (stereo unspecified)	-0.4	1	-5%	6	2%	-8%	-0.1	-6%	4

# 5 compounds from above, reduced to mIDH1 inhibitor, TrxR1 inh and USP1 inh.
no. | molecule | mIDH1 inhibitor | TrxR1 inh | USP1 inh
9 | C/C(Cc1ccccc1)=N\NC(=O)CNC(=O)Cc1ccccc1 | 6% | 16%[57.1 µM] | 5%
10 | CCOC(=O)CSc1nc2ccccc2n1C(=O)OCC | 3% | 9% | -2%
11 | O=C(NCCCN1CCN(c2cccc(Cl)c2)CC1)c1cccc(N2CCCC2=O)c1 | 6% | -3% | -12%
12 | O=C(CSc1ccccc1)Nc1ccc(Cl)c(S(=O)(=O)N2CCOCC2)c1 | -8% | 5% | -6%
13 | CC(=O)Nc1ccc(N=C(C2=C(O)c3ccccc3C2=O)c2ccccc2)cc1 | 4% | 21% | -18%

# Additional compounds follow.
item	mol	D2 agonist	PI4K2A inh	mIDH1 inhibitor	D2 antagonist	TrxR1 inh	TrxR1 substrate	TRHR ag	USP1 inh	TRHR PAM
31	Cc1nc2sc(C(c3cccs3)N3CCC(C(N)=O)CC3)c(O)n2n1 (stereo unspecified)	-2.6	-2	7%	19	1%[57.1 µM]	6%[57.1 µM]	0.1	-23%	9
32	CCCCN1CC(COCc2ccccc2)Oc2cccc(Oc3cc(C)c(C)c(C)c3)c2S1(=O)=O (stereo unspecified)	nt	-1	0%[38.3 µM]	nt	23%	0%	nt	-30%	nt
33	O=C(Cn1ncc2c(=O)oc3ccccc3c21)N1CCCc2ccccc21	-0.6	-6	5%	6	4%	-3%	-0.7	-9%	-7
34	O=C(c1ccc(OC2CCN(Cc3ccc(F)cc3)CC2)cc1)N1CCCC1	-0.2	2	5%	-1	27%	-3%	-0.2	3%	-10
35	Cc1ccccc1OCC(=O)N/N=C/c1cc2ccccc2nc1Cl	-1.0	-1	-6%	-18	11%	5%	0.1	-18%	2
36	C=C1C(O)C[C@H]2C(=C)CCC3[C@H](OC(=O)[C@]3(O)CO)[C@@H]12 (stereo partly specified)	-0.5	0	-1%	-9	-18%	-5%	0.0	7%	0
37	CCCC(=O)Nc1ccc2c(c1)nc1n2CCN(CCOC)C1	1.0	0	-1%	30	?	49%[activator][57.1 µM]	-0.2	-4%	8
38	CN(C(=S)NC(=O)C12CC3CC(CC(C3)C1)C2)c1ccc(O)cc1	nt	-16	8%	nt	?	1%	nt	-25%	nt
39	COC(=O)C[C@H]1c2cc(C(F)(F)F)ccc2S(=O)(=O)N1Cc1ccccc1	nt	-2	14%	nt	25%[57.1 µM]	-4%[57.1 µM]	nt	-33%	nt
40	COc1ccc(S(=O)(=O)NCc2cccnc2)cc1C	0.9	-7	15%	-8	16%	7%[57.1 µM]	0.2	-17%	-1
41	N#Cc1c(-c2ccccc2)nc(SCc2nc(N)nc(N3CCCCC3)n2)[nH]c1=O	-1.3	0	13%	20	18%[57.1 µM]	10%[57.1 µM]	0.3	-4%	-2
42	CCCCn1c(Cl)nc2c1c(=O)n(C)c(=O)n2C	-0.5	-4	0%	3	19%	12%	0.5	1%	-2
43	CN(CC(=O)Nc1ccccc1Br)C(=O)CCCSc1nc2ccccc2[nH]1	-0.1	0	8%	3	16%	5%	-0.2	-16%	-3
44	COc1cc(NC(=O)NCC2CCN(Cc3ccccc3C)CC2)cc(OC)c1OC	0.4	6	5%	-2	-3%[57.1 µM]	10%[57.1 µM]	-0.6	-6%	-9
45	CC(=O)SCC(C)C(=O)NCc1ccccc1 (stereo unspecified)	-1.2	2	-2%	1	8%	5%	0.5	3%	-2
46	COc1ccc(S(=O)(=O)CCC(=O)N2c3ccccc3CC2C)cc1 (stereo unspecified)	0.3	4	6%	22	-37%	-10%	-0.5	-11%	19
47	CCNc1ccc(Br)cc(C(=O)/C=C/c2ccc3c(c2)OCO3)c1=O	0.5	-13	4%	15	7.9µM*	-5%	0.7	-20%	-3
48	CC(C)NS(=O)(=O)c1ccc(NC(=S)NC(=O)c2ccc(-c3ccccc3)cc2)cc1	0.2	0	0%	-19	3%[11.4 µM]	11%[57.1 µM]	0.0	-20%	11
49	Cc1ccccc1C(=O)N/N=C/c1ccc([N+](=O)[O-])s1	2.7	-7	8%	4	?	-12%	7.4	-29%	-6
50	Cn1c(=O)c2sccc2n2c(CCC(=O)NCc3ccccc3)nnc12	0.6	-4	4%	nt	8%	9%	-0.4	-15%	6
51	CC1Cc2ccccc2N1C(=S)Nc1ccc(S(N)(=O)=O)cc1 (stereo unspecified)	0.8	-1	0%	3	-27%	-12%	0.2	-7%	2

# 2 records picked at random from those above, as already listed:
item	mol	D2 agonist	PI4K2A inh	mIDH1 inhibitor	D2 antagonist	TrxR1 inh	TrxR1 substrate	TRHR ag	USP1 inh	TRHR PAM
51	CC1Cc2ccccc2N1C(=S)Nc1ccc(S(N)(=O)=O)cc1 (stereo unspecified)	0.8	-1	0%	3	-27%	-12%	0.2	-7%	2
41	N#Cc1c(-c2ccccc2)nc(SCc2nc(N)nc(N3CCCCC3)n2)[nH]c1=O	-1.3	0	13%	20	18%[57.1 µM]	10%[57.1 µM]	0.3	-4%	-2
